RGS4 inh: human RGS4 inhibition | P49798 | HEK293 M3R/RGS4 inducible, Fluo-4 calcium flux; hits give high values; triggered by carbachol at its EC20 | B-score at 10 µM | 310,000 tested, 0.45% active | AID 463165;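 active = B-score, a plate-corrected calcium signal, over three deviations above library mean, with baseline fluorescence within five deviations of library mean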;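 also: RGS4 expression induced by doxycycline in cells with stable M3 receptor; B-score is computed from the integrated fluorescence ratio over baseline after carbachol; higher B-score means a larger calcium signal and so more RGS4 inhibition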
Target sequence (P49798 whole entry, looked up): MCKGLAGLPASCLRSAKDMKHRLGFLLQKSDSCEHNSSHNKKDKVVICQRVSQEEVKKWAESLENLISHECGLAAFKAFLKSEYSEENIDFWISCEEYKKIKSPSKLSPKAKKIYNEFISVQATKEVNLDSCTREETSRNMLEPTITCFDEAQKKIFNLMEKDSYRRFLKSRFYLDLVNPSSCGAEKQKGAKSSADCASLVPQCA
MrgX1 antag: blocks BAM8-22 activation of human MrgX1 receptor | Q96LB2 | MRGX1-HEK293 calcium flux, Fluo-4, BAM8-22 antagonism; hits give low values | B-score at 10 µM | 310,000 tested, 1.3% active | AID 588676;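 active = calcium-response B-score plate-corrected more than 3 library SD below zero, starting fluorescence within 5 deviations, no agonist response on first addition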;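 also: peak minus trough fluorescence over baseline after final BAM8-22 challenge near maximal dose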
Target sequence (Q96LB2 whole entry, looked up): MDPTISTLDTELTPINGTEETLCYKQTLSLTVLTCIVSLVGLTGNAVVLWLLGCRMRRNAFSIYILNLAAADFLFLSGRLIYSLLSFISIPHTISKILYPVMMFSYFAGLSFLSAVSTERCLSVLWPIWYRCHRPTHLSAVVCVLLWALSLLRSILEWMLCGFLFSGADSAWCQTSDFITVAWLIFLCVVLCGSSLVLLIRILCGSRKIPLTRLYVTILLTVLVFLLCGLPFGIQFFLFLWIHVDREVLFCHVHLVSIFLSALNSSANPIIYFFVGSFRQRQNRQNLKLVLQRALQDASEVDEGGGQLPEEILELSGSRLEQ
TRPC6 inhibitor: inhibitors of mouse TRPC6 channel; Q61143; HEK293-TRPC6, membrane potential dye, ACh-evoked depolarization; hits give low values; B-score at 10 µM; 310,000 tested, 1.1% active;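 active = B-score under library mean minus 3 SD, initial fluorescence not abnormally high, positive integrated signal ratio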;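 also: B-score derived from integrated fluorescence ratio over the kinetic read; more negative B-score means stronger inhibition of depolarization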
ANO1 activ: activators or potentiators of mouse TMEM16A chloride channel | HEK293 TMEM16A/YFP-H148Q/I152L, iodide quench fluorescence; hits give low values | 340,000 tested, 0.3% active | B-score at 10 µM;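 active = fluorescence-ratio B-score plate-corrected deviation score at least 3 library SD below zero, with starting fluorescence score within 5 deviations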;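 also: channel opened by trigger with iodide after compound preincubation; score built on the fluorescence ratio of max minus min over baseline; more negative score means more quench and so TMEM16A activation or potentiation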
RGS4 pot: RGS4 potentiation or activation | HEK293 M3R/inducible RGS4, carbachol calcium flux Fluo4; hits give low values | B-score at 10 µM | 310,000 tested, 0.92% active | AID 463111;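 active = B-score of the integrated calcium signal more than 4 SD below the library mean, with starting fluorescence not abnormally high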;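 also: negative B-score means reduced calcium response which marks RGS4 activation or potentiation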
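Assay system: HEK293 FlpIn-TREx cells, stable M3R, doxycycline-inducible RGS4 / Probe or stimulus: carbachol, ECmax concentration / Times: overnight RGS4 induction, 30 min dye load 37 °C, 20 min compound RT / Signal: kinetic calcium fluorescence imaging with Fluo4-AM dye, 2 µM / Measure: Agonist-evoked peak-minus-minimum fluorescence over baseline, integrated ratio, B score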
HDAC3 inh: inhibitors of human histone deacetylase 3; recombinant HDAC3, fluorogenic peptide/trypsin coupled, fluorescence; inhibition, % at 8.3 µM; 320,000 tested, 0.15% active; AID 2718; in the data active = inhibition above about 26%, passing the limit was not always enough; inconclusive = no clear call, values can overlap the other calls
Target sequence (O15379 whole entry, looked up): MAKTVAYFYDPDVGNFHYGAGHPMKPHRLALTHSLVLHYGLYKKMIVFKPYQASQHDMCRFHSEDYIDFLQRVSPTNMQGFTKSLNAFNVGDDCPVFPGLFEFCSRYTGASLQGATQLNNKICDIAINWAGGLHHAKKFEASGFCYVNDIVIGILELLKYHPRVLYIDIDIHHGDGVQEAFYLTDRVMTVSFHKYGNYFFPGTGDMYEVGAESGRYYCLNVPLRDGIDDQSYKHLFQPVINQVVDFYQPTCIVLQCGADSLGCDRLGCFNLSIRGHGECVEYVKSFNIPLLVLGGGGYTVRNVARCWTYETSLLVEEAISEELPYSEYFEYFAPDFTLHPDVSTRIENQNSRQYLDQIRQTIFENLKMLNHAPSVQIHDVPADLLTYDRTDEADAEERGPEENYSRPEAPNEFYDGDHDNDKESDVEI
SKKanGAS inh: inhibitors of SKKanGAS S. pyogenes growth in kanamycin (SK-promoter or general growth effect); BacTiter-Glo, 6 h; inhibition, % at 7.5 µM; 300,000 tested, 1.3% active;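 active = mean replicate score, as percent of positive control median, at least 50; inconclusive = mean below 50 but one replicate at or above 50; inactive = mean and every replicate below 50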;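 also: strain carries kanamycin resistance gene driven by streptokinase promoter and grows in 40 µg/ml kanamycin; loss of luminescence reflects streptokinase promoter inhibition or plain growth inhibition; 0% = median of DMSO wells and 100% = positive control at its reference dose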
MrgX1 ag: activates human MrgX1 receptor signaling | 310,000 tested, 0.44% active | B-score at 10 µM | MrgX1-HEK293 cells, Fluo-4 calcium fluorescence, agonist mode; hits give high values;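 active = calcium response B-score plate-corrected fluorescence ratio at least 3 library SD, with starting fluorescence B-score inside 5 SD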
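Material: MrgX1-expressing HEK293 cells / Dosing: compound as first of three additions / Incubation: overnight seeding, then 1 h dark dye loading / Signal: Fluo-4 NW calcium fluorescence / Evaluation: B-scored fluorescence response ratio / Benchmarks: positive and negative control wells on each plate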
TMEM16A inh: mouse TMEM16A channel inhibition, primary screen; 310,000 tested, 1.2% active; HEK293 TMEM16A/YFP iodide influx fluorescence, ionomycin; AID 588511; normalized B-score (activity score, 25-100; higher = stronger inhibition) at 10 µM; Q8BHY3;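 active = ratio plate-corrected score three or more library SD toward inhibition, starting fluorescence score within five deviations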;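 also: score derived from kinetic fluorescence span divided by baseline fluorescence per well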
MrgX1 PAM: allosterically activates human MrgX1 receptor signaling; 310,000 tested, 0.63% active; Q96LB2; AID 588675; MrgX1-HEK293, Fluo-4 calcium flux, FDSS; hits give high values; B-score at 10 µM;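 active = plate-corrected calcium response at least 3 library SD above typical, normal starting fluorescence, not activating the receptor alone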;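 also: compound read alongside a low EC10 to EC30 dose of BAM8-22 agonist; peak minus trough fluorescence over baseline measured at the second addition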
TRPC6 act: activators of mouse TRPC6 channel | HEK293-TRPC6 membrane potential dye fluorescence; hits give high values | B-score at 10 µM | 310,000 tested, 0.13% active;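 active = B-score of the integrated fluorescence ratio above library mean plus 3 SD, and starting fluorescence ratio within library mean plus 5 SD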;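 also: higher score means more depolarization so channel activation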
Active calls of the source: *; i = inactive; ? = inconclusive; / = not tested or not shown.

SMILES	RGS4 inh	MrgX1 antag	TRPC6 inhibitor	ANO1 activ	RGS4 pot	HDAC3 inh	SKKanGAS inh	MrgX1 ag	TMEM16A inh	MrgX1 PAM	TRPC6 act
c1ccc(CSc2nnc(-c3ccccc3)c(-c3ccccc3)n2)cc1	i	i	i	i	i	-2	2	i	i	i	i
CCOc1ccc(C2=Nc3ccccc3C(c3ccc(N4CCOCC4)cc3)=NN2)cc1	i	i	i	i	i	-4	3	i	i	i	i
O=C(NN1C(=O)C2C3C=CC(O3)C2C1=O)c1ccncc1 (stereo not drawn)	i	i	i	i	i	0	-3	i	i	i	i
CN(Cc1cn(-c2ccccc2)nc1-c1cc2ccccc2o1)C(=O)CCC(=O)O	i	i	i	i	i	10	13	i	i	i	i
COc1cc(C(=O)NCCC(c2ccccc2)c2ccccc2)cc(OC)c1OC	i	i	i	i	i	-5	-5	i	i	i	i
CNC(CC(C)C)C(=O)NC1C(=O)NC(CC(N)=O)C(=O)NC2C(=O)NC3C(=O)NC(C(=O)NC(C(=O)O)c4cc(O)cc(O)c4-c4cc3ccc4O)C(O)c3ccc(c(Cl)c3)Oc3cc2cc(c3OC2OC(CO)C(O)C(O)C2OC2C[C@](C)(N)C(O)C(C)O2)Oc2ccc(cc2Cl)C1O (stereo partly drawn)	/	i	/	i	/	2	/	i	i	i	/
CC(C)CCOCc1nc2sc3c(c2c(=O)[nH]1)CCC(C)C3 (stereo not drawn)	i	i	i	i	i	1	-5	i	i	i	i
CC(=O)Nc1ccc(S(=O)(=O)NCc2cn3c(C)csc3n2)cc1	i	i	i	i	i	3	-7	i	i	i	i
Cc1ccccc1-n1c(-c2ccc(=O)[nH]n2)n[nH]c1=S	i	i	i	i	i	8	-12	i	i	i	i
COc1cc(CN2CC(=O)N(c3cccc(Cl)c3C)C2=S)cc(OC)c1OC	i	i	i	i	i	-4	1	i	i	i	i
CCOC(=O)N1CCN(C(=O)CCn2c(=S)[nH]c3ccccc3c2=O)CC1	i	i	i	i	i	0	1	i	i	i	i
Cc1cccc(N2CCN(CC(O)COc3ccc(Cl)cc3)CC2)c1 (stereo not drawn)	i	i	i	i	i	5	1	i	i	i	i
Cc1cccc(CCN(CC(=O)NC2CCCCC2)C(=O)c2csnn2)c1	i	i	i	i	i	-7	-3	i	i	i	i
COc1ccc([C@@H]2[C@H]3C(=O)N(c4cccc(C(F)(F)F)c4)C(=O)[C@H]3ON2C)cc1	i	i	i	i	i	4	-13	i	i	i	i
O=C1c2ccccc2-c2ccc(C(=O)N3CCCCC3)cc21	i	i	i	i	i	-3	-6	i	i	i	i
O=C(C1=COCCO1)N1CCN(C(c2ccccc2)c2ccccc2)CC1	i	i	-7*	i	i	3	-1	i	i	i	i
CCOC(=O)c1ccc(NC(=O)Nc2ccc(S(N)(=O)=O)cc2)cc1	i	i	i	i	i	6	0	i	i	i	i
CC(C)(CN1CCC(Cc2ccccc2)CC1)NS(=O)(=O)c1ccccc1	i	i	i	i	i	/	-5	i	i	i	i
O=C(c1ccc(Cl)c(S(=O)(=O)N2CCCCC2)c1)N1CCCCC1	i	i	i	i	i	4	-3	i	i	i	i
O=C(Cc1ccccc1)NN1C(=O)C2C3C=CC(C3)[C@@H]2C1=O (stereo partly drawn)	i	i	i	i	i	1	1	i	i	i	i
COc1ccc(N/N=C(\C#N)C(=N)N2CCOCC2)cc1	i	i	i	i	i	3	15	i	i	i	i
COc1ccc(-c2nnc(SC(=O)N3c4ccccc4Sc4ccccc43)o2)cc1	i	i	i	i	i	1	6	i	i	i	i
COC(=O)c1cccc(COC(=O)c2ccccc2NC(=O)c2ccco2)c1	i	i	i	i	i	13	6	i	i	i	i
O=C1c2ccccc2C(=O)c2cc(NC(=O)C3CC3)ccc21	i	i	i	i	i	0	-10	i	i	i	i
CCCOc1ccc(-c2nc(OCC)c3ccccc3n2)cc1	i	i	i	i	i	-1	-8	i	i	i	i
SMILES	RGS4 inh	MrgX1 antag	TRPC6 inhibitor	ANO1 activ	RGS4 pot	HDAC3 inh	SKKanGAS inh	MrgX1 ag	TMEM16A inh	MrgX1 PAM	TRPC6 act
COCCN(C(=O)c1cccc(-n2cnnn2)c1)c1c(N)n(CC(C)C)c(=O)[nH]c1=O	i	i	i	i	i	2	-1	i	i	i	i
Cc1ccccc1OCC(=O)N1N=C(C(F)(F)F)CC1(O)C(C)(C)C (stereo not drawn)	i	i	i	i	i	11	8	i	25*	i	i
O=C1C(Oc2ccc(Cl)cc2)C(c2ccc3c(c2)OCO3)N1CC1CCCO1 (stereo not drawn)	i	i	i	i	i	0	2	i	i	i	i
COc1ccc(NC(=O)CSc2nnc3c4c(nc(-c5ccccc5)n23)CC(C)(C)OC4)cc1	i	-7.2*	i	i	i	-3	7	i	i	i	i
O=C(NCCc1ccccc1)C(=Cc1ccc(C(=O)O)cc1)C(=O)NCCc1ccccc1	i	i	i	i	i	-3	6	i	i	i	i
O=C(NCc1ccc2c(c1)OCO2)c1nc(Cn2ccc([N+](=O)[O-])n2)no1	i	i	i	i	i	1	5	i	i	i	i
Cc1ccccc1C(=O)c1cccn1CC(=O)NC(C)c1ccccc1 (stereo not drawn)	i	i	i	i	i	-1	-4	i	i	i	i
COc1ccccc1-n1c(N)cc(=O)nc1SCC(=O)Nc1cc(C)on1	i	i	i	i	i	-7	0	i	i	i	i
Cc1cc(N2CCN(C)CC2)nc2ccc(NC(=O)CCC(=O)NCc3ccco3)cc12	i	i	i	i	i	-15	0	i	i	i	i
O=C(Nc1cnc2ccccc2c1)N1CCOCC1	i	i	i	i	i	-2	4	i	i	i	i
CCS(=O)(=O)N1CCC(C(=O)Nc2ccc(C(C)=O)cc2)CC1	i	i	i	i	i	6	-1	i	i	i	i
CCCCn1c(CCNC(=O)c2cccs2)nc2ccccc21	i	i	i	i	i	5	3	i	i	i	i
Cc1cc(C)c2c(CC(=O)Nc3nccs3)coc2c1	i	i	i	i	i	0	21	i	i	i	i
CCN(CC(=O)NCc1cccs1)c1ccc(S(=O)(=O)N2CCCC2)cn1	i	i	i	i	i	/	0	i	i	i	i
Cc1ccc(NC(=O)CSc2nnc(-c3ccco3)c(-c3ccco3)n2)cc1	i	i	i	i	i	8	6	i	i	i	i
NC(=O)CC(NC(=O)Cc1cccc2ccccc12)c1ccc(N2CCN(c3ccc(F)cc3)CC2)c([N+](=O)[O-])c1 (stereo not drawn)	i	i	i	i	i	-2	24	i	i	i	i
CCOC(=O)C1(CCOc2ccccc2)CCN(Cc2cc(OC)c(O)c(OC)c2)CC1	i	i	i	i	i	2	3	i	i	i	i
Cc1cccc(NC(=O)Nc2ccc(Cl)c(Cl)c2)n1	i	i	i	i	i	0	-7	i	i	i	i
COc1cccc(C(=O)N(Cc2ccco2)Cc2cc3cccc(C)c3[nH]c2=O)c1	i	i	i	i	i	-9	4	i	i	i	i
O=C(c1ccc(S(=O)(=O)N2CCOCC2)cc1)N1CCN(c2ccc(F)cc2)CC1	i	i	i	i	i	0	-1	i	i	i	i
CCOC(=O)c1cc(-c2csc(-c3cccc(Cl)c3)n2)on1	i	i	i	i	i	7	7	i	i	i	i
COc1ccc(NC(=O)CN(C)C(=O)c2cccc3ccccc23)cc1	i	i	i	i	i	-5	-10	i	i	i	i
CCOC(=O)c1nnn(CC(=O)N2N=C(c3ccc(Cl)cc3)CC2c2ccc(OC)cc2)c1C(=O)OCC (stereo not drawn)	i	i	i	i	i	7	15	i	i	i	i
Cc1cc(C)nc(SCCC(=O)N(C)C)n1	i	i	i	i	i	5	1	i	i	i	i
COc1ccc2c(OC)c3ccoc3nc2c1OC	i	i	-5.6*	i	i	-34	-1	i	i	i	i
SMILES	RGS4 inh	MrgX1 antag	TRPC6 inhibitor	ANO1 activ	RGS4 pot	HDAC3 inh	SKKanGAS inh	MrgX1 ag	TMEM16A inh	MrgX1 PAM	TRPC6 act
COCCCNc1nc2ccccc2[nH]c1=O	i	i	i	i	i	?	2	i	i	i	i
CC1CCN(C(=O)c2ccc(S(=O)(=O)NCc3ccco3)cc2)CC1	i	i	i	i	i	0	2	i	i	i	i
CCCn1nnnc1NCc1ccc(CC)cc1	i	i	i	i	i	2	-11	i	i	i	i
COc1ccc(C(=O)N[C@H](C(=O)Nc2ccc(OC)nc2)C(C)C)cc1	i	i	i	i	i	-7	-3	i	i	i	i
Cc1ccc2c(c1)sc1nc(=O)n(-c3ccc(Cl)c(Cl)c3)c(=O)n12	/	i	/	i	/	0	/	i	i	i	/
Cc1c(NC(=O)c2ccc(-c3ccc([N+](=O)[O-])cc3Cl)o2)c(=O)n(-c2ccccc2)n1C	i	i	i	i	i	2	-8	i	i	i	i
CCc1cccc(CC)c1NC(=S)Nc1ccccc1	i	i	i	i	i	/	-2	i	i	i	i
CC(NC(=O)COc1cccc(Br)c1)C(=O)O (stereo not drawn)	i	i	i	i	i	3	-9	i	i	i	i
CC(C)(C)C(=O)Nc1nc(NC(=O)C(C)(C)C)nc(-c2ccccc2Cl)n1	i	i	i	i	i	1	5	i	i	i	i
CC1(C)CC(=O)C(C=Nc2ccc(N)cc2)=C(O)C1	i	i	i	i	i	-1	8	i	i	i	i
CN(N)c1nc(C(F)(F)F)nc2ccccc12	i	i	i	i	i	4	-6	i	i	i	i
COc1ccc(N(CC(=O)Nc2ccc(OC)c(OC)c2)S(=O)(=O)c2ccccc2)cc1Cl	i	i	i	i	i	10	14	i	i	i	i
O=C(CCCSc1ccc(Cl)cc1)Nc1ccccc1O	i	i	i	i	i	?	-7	i	i	i	i
COc1ccc(NC(=S)NC(=O)c2cccnc2)cc1	i	i	i	i	i	-3	4	i	i	i	i
COc1ccc(CCNc2nc(-c3ccc(F)cc3)c(CC(=O)O)s2)cc1OC	i	i	i	i	i	0	10	i	i	i	i
O=C(NCC(c1ccco1)N1CCc2ccccc21)C(=O)Nc1ccc(F)cc1F (stereo not drawn)	i	i	i	i	i	0	4	i	i	i	i
COc1ccc(CCN2CCC(Nc3nc4ccccc4n3Cc3ccc(F)cc3)CC2)cc1	i	i	i	i	i	1	1	i	i	i	i

From PubChem BioAssay

Outcome played no part in choosing rows; any-hit rate near 6.7%.
